Source: PubChem BioAssay (several laboratories)
M5 antag: human M5 muscarinic receptor antagonists, primary screen, CHO cells, Fluo-8 calcium fluorescence. inhibition, % at 3 µM. CHO-hM5 cells, ACh EC80. hit rate 0.59% among 360,000. Muscarinic acetylcholine receptor M5 (Homo sapiens), P08912;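 active = inhibition above a per-plate cutoff, the mean of that plate's test compounds plus 3 SD, cut at about 27% in these data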;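 note: 0% = acetylcholine EC80 with DMSO and 100% = DMSO without agonist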
Target sequence (P08912 whole entry, looked up): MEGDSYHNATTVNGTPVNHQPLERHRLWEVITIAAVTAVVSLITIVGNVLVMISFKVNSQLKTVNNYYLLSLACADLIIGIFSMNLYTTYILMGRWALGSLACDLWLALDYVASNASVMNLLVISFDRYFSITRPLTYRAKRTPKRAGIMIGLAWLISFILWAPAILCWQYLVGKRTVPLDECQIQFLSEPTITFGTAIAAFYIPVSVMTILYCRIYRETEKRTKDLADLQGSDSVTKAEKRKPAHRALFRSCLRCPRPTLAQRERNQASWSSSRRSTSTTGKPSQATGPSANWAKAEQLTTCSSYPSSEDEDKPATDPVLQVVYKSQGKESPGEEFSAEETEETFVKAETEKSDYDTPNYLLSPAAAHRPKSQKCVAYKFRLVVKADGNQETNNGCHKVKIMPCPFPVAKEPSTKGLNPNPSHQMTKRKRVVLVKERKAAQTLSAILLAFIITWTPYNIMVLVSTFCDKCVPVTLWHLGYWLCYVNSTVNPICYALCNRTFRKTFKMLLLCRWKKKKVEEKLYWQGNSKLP
CHRM4 antagonist: human M4 muscarinic receptor antagonists, primary screen, CHO cells, Fluo-8 calcium fluorescence | hit rate 0.73% among 360,000 | CHO-hM4 cells, ACh EC80 | Muscarinic acetylcholine receptor M4 (Homo sapiens), P08173 | AID 624125, 2012 | inhibition, % at 3 µM;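 active = inhibition above its plate's cutoff, the mean inhibition of sample wells plus 3 SD, cut at about 27% in these data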;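 note: 0% = acetylcholine EC80 with DMSO and 100% = DMSO without agonist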
Target sequence (P08173 whole entry, looked up): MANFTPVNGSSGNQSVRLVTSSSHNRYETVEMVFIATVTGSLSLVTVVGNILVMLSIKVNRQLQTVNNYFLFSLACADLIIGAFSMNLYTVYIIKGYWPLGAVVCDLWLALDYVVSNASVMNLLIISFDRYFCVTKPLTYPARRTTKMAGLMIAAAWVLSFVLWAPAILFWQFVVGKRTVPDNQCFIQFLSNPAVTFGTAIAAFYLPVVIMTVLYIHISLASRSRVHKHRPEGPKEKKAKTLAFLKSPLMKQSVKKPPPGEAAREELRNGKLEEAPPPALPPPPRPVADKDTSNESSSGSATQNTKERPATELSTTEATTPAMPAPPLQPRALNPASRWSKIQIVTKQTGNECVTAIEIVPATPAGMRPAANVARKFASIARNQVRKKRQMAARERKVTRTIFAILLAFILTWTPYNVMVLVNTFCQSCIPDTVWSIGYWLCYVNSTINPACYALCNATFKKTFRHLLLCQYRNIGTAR
CHRM4 agonist: human M4 muscarinic receptor agonists, primary screen, CHO-K1 cells, Fluo-8 calcium fluorescence. Muscarinic acetylcholine receptor M4 (Homo sapiens), P08173. CHO-K1 hM4/Gqi5; vehicle 0%, full acetylcholine response 100%. activation, % at 3 µM. hit rate 0.14% among 360,000;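 active = activation above the run mean over all test wells plus 3 SD, cut at about 32% in these data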;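 note: peak over basal fluorescence ratio per well then scaled between controls; 0% = DMSO wells and 100% = acetylcholine at EC100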
CHRM5 PAM: human M5 muscarinic receptor positive allosteric modulators, primary screen, CHO-K1 cells, Fluo-8 calcium fluorescence; Muscarinic acetylcholine receptor M5 (Homo sapiens), P08912; CHO-K1 hM5, ACh EC20 PAM; 0% = ACh EC20, 100% = ACh EC100; hit rate 0.3% among 360,000; AID 624038, 2012; activation, % at 3 µM;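 active = activation above the run cutoff, the mean activation of all test compounds plus 3 SD, cut at about 18% in these data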
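System – CHO-K1 hM5 cells · Compound – 3 µM, single dose · Incubation – compound preincubation 140 s before EC20 acetylcholine addition · Technique – Fluo-8 calcium fluorescence · Measure – Max/basal fluorescence ratio as % of EC20–EC100 ACh window · Benchmarks – low control EC20 acetylcholine (0%), high control EC100 acetylcholine (100%) · Replication – singlicate, one well per test compound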
M1 PAM: human M1 muscarinic receptor positive allosteric modulators, primary screen, CHO-K1 cells, Fluo-8 calcium fluorescence, 1536-well; Muscarinic acetylcholine receptor M1 (Homo sapiens), P11229; CHO-K1 hM1, ACh EC20; 0% = ACh EC20, 100% = maximal ACh; AID 588819, 2011; activation, % at 3 µM; hit rate 0.088% among 360,000; in the data active = activation above about 19%, passing the limit was not always enough
CHRM4 PAM: human M4 muscarinic receptor positive allosteric modulators, primary screen, CHO-K1 cells, Fluo-8 calcium fluorescence; Muscarinic acetylcholine receptor M4 (Homo sapiens), P08173; CHO-K1 hM4/Gqi5, ACh EC20; 0% = ACh EC20, 100% = maximal ACh; activation, % at 3 µM; hit rate 0.4% among 360,000;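 active = activation above its plate's cutoff, the mean activation of sample wells plus 3 SD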; note: some results filed as inactive read as strong as hits
CRFR2-BP ag: agonists of CRF-BP/CRF-R2 complex, primary screen, cell-based, HEK293, calcium dye fluorescence, uHTS | CRF-binding protein / CRF receptor 2 complex (human) | calcium dye fluorescence (FLIPR); percent of saturating CRF peptide response | activation, % at 13.2 µM | hit rate 0.46% among 350,000 | AID 588473, 2011;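 active = activation of at least 50%, plus an integration ratio under a set limit after plate pattern correction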;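 note: plate controls were neutral control wells without compound for no effect and CRF at EC100 for full effect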
CRFBP-R2 block: antagonists of CRF-BP/CRF-R2 complex, primary screen, cell-based, HEK293, calcium dye fluorescence, uHTS; CRF-induced calcium fluorescence; inhibition, % at 11.8 µM; hit rate 0.59% among 350,000; AID 588475, 2011;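 active = inhibition of the ligand-induced calcium signal above about 50% at the single tested concentration, limit read from the data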
CHRM5 agonist: human M5 muscarinic receptor agonists, primary screen, CHO-K1 cells, Fluo-8 calcium fluorescence. Muscarinic acetylcholine receptor M5 (Homo sapiens), P08912. CHO-K1 hM5 cells; 0% DMSO wells, 100% maximal acetylcholine response. activation, % at 3 µM. hit rate 0.19% among 360,000;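 active = activation above the run's mean over test compounds plus 3 SD, cut at about 23% in these data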;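 note: signal is peak over basal fluorescence ratio across the kinetic read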
Starred values were filed as active, the others as inactive; nt = not tested or not shown. Compounds were not picked by outcome. About 2.6% of those tested had a hit in this group.

molecule	M5 antag	CHRM4 antagonist	CHRM4 agonist	CHRM5 PAM	M1 PAM	CHRM4 PAM	CRFR2-BP ag	CRFBP-R2 block	CHRM5 agonist
Cc1nc(N2CCN(Cc3ccccc3)CC2)nc2c1C(=O)CC(c1ccco1)C2 (stereo not drawn)	5	8	-1	-12	-2	-8	1.0	4	-7
O=C(NCc1ccccc1CN1CCCC1)c1ccc(S(=O)(=O)Nc2ccccc2F)cc1	9	0	1	-5	-2	-4	4.4	-26	-2
Cc1c2c(nc3ccccc13)CCC(C(C)(C)C)C2 (stereo not drawn)	2	-3	-2	-6	-13	-6	2.9	-93	-2
CCOc1ccccc1C1CC(=O)Nc2cc(OC)c(OC)cc21 (stereo not drawn)	6	4	0	-4	1	-10	-0.9	-9	-3
CSc1ncccc1C(=O)N1CCC(C)(C(=O)O)C1 (stereo not drawn)	-8	-11	0	1	0	3	nt	nt	-1
CC[C@H](C)[C@H]1CNC(=O)C(=O)N1CC1CCN(CC2CCC(C)CC2)CC1 (stereo partly drawn)	-2	-3	1	-3	4	0	0.8	-13	-3
COc1ccc(/C=C(\NC(=O)c2ccccc2)C(=O)N/N=C/c2ccncc2)cc1	-2	-7	5	2	-1	-5	0.2	-9	0
CN1CCOC(=O)/C1=N/Nc1cc(Cl)ccc1Cl	1	3	1	2	5	0	-0.1	-4	1
COc1ccc(C2C(C(=O)NCc3ccccc3)=C(C)Nc3ncnn32)cc1OC (stereo not drawn)	-2	-7	11	-5	6	3	-1.6	-20	0
CCN(CC)CCCNC(=O)c1nn(-c2cccc(OC)c2)c(=O)c2ccccc12	11	15	0	-3	3	-3	-3.0	-2	-3
CCC(C)(C)NC(=O)C(c1ccc(C)cc1)N(Cc1cccs1)C(=O)c1ccc2c(c1)OCCO2 (stereo not drawn)	6	-16	4	2	-11	9	3.4	-18	0
COc1ccc(/C=N/NC(=O)CC(=O)N/N=C/c2ccc(OC)cc2)cc1	6	-4	0	-2	6	6	-0.8	-10	-3
Cc1cccc(N2CCN(C(=S)c3ccc([N+](=O)[O-])cc3)CC2)c1	-1	0	0	-8	2	-7	-1.6	26	-2
C=CCC[C@H](Cc1ccc(F)cc1)C(=O)OC[C@@H](Cc1c[nH]c2ccccc12)NC(=O)[C@H](CC=C)CC(=O)N[C@H](CO)Cc1ccccc1	4	-1	6	-5	13	-8	1.9	0	2
N#CC(C#N)=C1CCc2ccccc2N1	1	1	0	2	3	4	-0.5	-9	1
Cc1ccc(-c2noc(CCC(=O)Nc3ccc4c(c3)OCO4)n2)cc1	-4	-11	10	-14	-10	0	-2.9	20	3
Cc1nnc2ccc(-c3cccc(NS(=O)(=O)c4ccccc4[N+](=O)[O-])c3)nn12	10	6	0	-11	-24	-8	-2.7	1	-4
Cc1n[nH]c(C)c1N1C(=O)c2cccc3c(Br)ccc(c23)C1=O	5	-1	9	-3	0	4	-2.9	11	2
CSc1ccc(CCNC(=O)c2ccc(CS(=O)Cc3ccccc3Cl)o2)cc1 (stereo not drawn)	21	6	21	-13	-13	-13	-2.0	23	-1
OC1CCN(c2c3c(nc4cc(-c5ccc(Cl)cc5)nn24)CCC3)CC1	3	7	3	-5	-5	12	1.6	-2	-3
COc1ccc(OC)c(C(=O)CSc2nc3ncccc3[nH]2)c1	1	-10	2	-4	10	17	-0.6	12	0
CN(C)/C=C(\C#N)C(=O)N/N=C/c1ccc(F)cc1	7	-12	1	-9	-5	6	-1.6	-3	-2
CC1(Cc2ccccc2C#N)C(=O)Nc2ccc(OC(F)(F)F)cc21 (stereo not drawn)	-1	3	3	-4	5	-1	nt	nt	0
O=C(/C=C/c1ccc(OCCCF)cc1)N1CCOCC1	8	2	2	-3	8	-8	0.9	-2	0
O=C(Nc1ccccc1)c1ccccc1NC(=O)c1ccccc1C(=O)O	-3	-4	1	1	7	1	-0.9	8	4
Cc1cc(C(=O)COC(=O)C(C)NC(N)=O)c(C)n1Cc1ccco1 (stereo not drawn)	5	-6	1	4	7	4	-1.3	5	0
COc1ccccc1NC(=O)N1CCCC1C(=O)Nc1ccc2c(c1)OCO2 (stereo not drawn)	2	-8	0	-2	7	8	0.9	0	-5
NC(=O)c1cccc(-c2csc(C(O)c3ccccc3)n2)c1 (stereo not drawn)	-5	-6	3	2	0	2	nt	nt	2
COC(=O)c1sccc1-c1ccc(C(=O)Nc2cccnc2)o1	2	2	7	-10	0	-15	-3.5	-28	0
CC(C)CN(CC(C)C)c1nnc(N)s1	-3	-16	2	-3	4	4	-2.9	1	0
O=C(Cc1ccc2c(c1)OCCO2)Nc1cc(Cl)ccc1N1CCOCC1	-3	1	4	3	-5	7	0.3	-1	0
COc1ccc(C)cc1S(=O)(=O)N1CCN(Cc2ccccc2)CC1	0	11	1	0	-6	-10	-1.6	-7	0
Cn1cc(CN(CCO)Cc2cccs2)c(-c2ccccc2F)n1	0	-9	3	8	12	0	0.1	-7	2
O=C1CCC[C@@H]2Cc3nc4ccc(Cl)cc4cc3[C@@H]3CCN1[C@H]23	8	-10	1	2	1	5	-0.6	-2	1
Cc1ccc(S(N)(=O)=O)cc1	-5	-9	2	3	7	1	-2.4	4	1
O=C1C(=O)c2c(ccc3ccccc23)-c2ccccc21	18	-12	2	1	6	7	-1.1	3	2
CC(C)(C)NC(=O)CSc1nnc(SCC(=O)NC(C)(C)C)s1	12	5	1	1	12	-5	-0.9	20	0
Cc1cc(C)nc(SCC(=O)c2ccc(Cl)cc2)n1	4	-1	6	2	11	1	-2.3	-15	-3
O=C1c2ccccc2NC(c2ccc(-c3cccc(F)c3)o2)N1O (stereo not drawn)	9	0	1	-5	-4	-5	-0.9	0	0
CS(=O)(=O)c1ccccc1COC(=O)Nc1ccc(Cl)cc1	-1	4	11	-10	-6	-5	0.7	0	1
CC(OC(=O)C1CCCC1)C(=O)Nc1ccc(S(N)(=O)=O)cc1 (stereo not drawn)	3	-18	1	-5	13	17	-1.4	-8	0
CC(=O)C[C@H](O)CC(=O)[C@H]1OC(=O)[C@@H](C)CCCCc2ccccc21	-13	-8	2	7	9	-1	-0.2	-16	1
O=C(Nc1ccccc1N1CCOCC1)c1cccc(F)c1	6	-4	2	-2	3	16	-1.0	1	1
COc1ccc2nc(SCC(=O)NCc3ccc(S(N)(=O)=O)cc3)[nH]c2c1	12	1	1	-2	3	0	1.2	-1	-1
O=S(=O)(NCC1(N2CCOCC2)CCCCC1)c1ccc(Cl)cc1C(F)(F)F	19	0	1	-11	1	-6	56*	-49	-3
CCCCN(C)CCCNC(=O)c1cccc(N2CCCC2=O)c1	-3	-2	1	2	0	3	0.4	0	-9
O=C(NCc1ccccc1Cl)c1csc([C@H]2C[C@H](O)[C@@H](CO)O2)n1	-6	9	2	2	-8	-3	nt	nt	0
Oc1ccccc1-c1nc(NCc2ccccc2)c2ccccc2n1	0	-6	0	-2	12	-1	-1.2	-8	-4
Cc1cccc(CSc2ncnc3nc[nH]c23)c1	3	-6	4	-3	0	5	-0.9	-5	4
O=C(Nc1cccc(Br)c1)c1ccc2nc(N3C(=O)CCC3=O)sc2c1	-2	7	1	4	8	0	0.0	9	-2

Continued.
molecule	M5 antag	CHRM4 antagonist	CHRM4 agonist	CHRM5 PAM	M1 PAM	CHRM4 PAM	CRFR2-BP ag	CRFBP-R2 block	CHRM5 agonist
Cc1cccc(C)c1NC(=O)CN1CCN(C(=O)CNC(=O)c2ccc(N3CCCC3=O)cc2)CC1	-1	-4	0	0	8	4	0.4	-2	2
COc1ccc(-c2nc3ccccn3c2/N=C/c2ccc(OC)c(OC)c2)cc1O	9	1	0	-6	-8	2	-0.6	14	-1
O=C(NCc1ccccc1)C1=C[C@H](c2ccc(Br)cc2)C[C@H](OCCCCO)O1	13	1	4	-1	-5	0	-0.1	-7	-4
CCc1ccc(OCCNC(=O)c2ccco2)cc1	10	-17	1	-6	8	7	1.0	3	-5
CC1CCN(S(=O)(=O)N2CCC(C(=O)NCc3ccc(F)cc3Cl)CC2)CC1	4	-6	2	-4	2	0	1.7	-1	1
COc1cccc2sc(/N=C/N(C)C)nc12	-4	6	1	12	4	2	1.1	-5	5
CCCC[n+]1ccn(-c2nc3ccccc3nc2[N-]S(=O)(=O)c2cccs2)c1	13	3	4	-4	6	2	1.3	-3	-3
Cc1nc(NS(=O)(=O)c2ccccc2)sc1NC(=O)Nc1ccccc1	1	4	0	-3	-6	-2	0.5	-25	-2
Cc1nnc(SCC(=O)NC2CCCCC2)n1-c1ccccc1	-2	-16	1	-3	6	5	2.0	-18	0
CSc1nc(Nc2ccc(Cl)cc2)c(C#N)c(=O)[nH]1	12	2	1	-2	16	3	-0.7	5	1
CCOC(=O)CN1C(=O)/C(=C/c2c(F)cccc2Cl)Oc2ccccc21	1	-18	-2	-5	1	-9	1.3	16	-4
Cn1c(N)c(C(=O)COC(=O)c2ccco2)c(=O)n(C)c1=O	-1	1	1	0	9	3	0.7	10	-3
Cc1ccc(NC(=O)c2cccc(OCc3c(C)noc3C)c2)cc1	12	-5	1	-12	13	-5	0.6	3	-9
CCOc1ccc(OCCC(=O)NNC(=O)c2nn(C)c(=O)c3ccccc23)cc1	-12	1	2	5	1	-4	0.6	2	4
CCCCn1c(N)c(N(CCOC)C(=O)c2cc(-c3ccncc3)nc3ccccc23)c(=O)[nH]c1=O	0	6	1	-2	-1	-1	0.8	-2	-2
COCCCNC(=S)NNC(=O)c1cc(Cl)c(O)c(Cl)c1	3	-4	1	0	14	4	1.4	3	6
COc1ccc(-n2nnnc2CNC(=O)c2c(-c3ccccc3Cl)noc2C)cc1	-2	-7	1	-2	4	-2	-0.3	-12	0
Cc1ccc(NC(=O)COC(=O)c2oc3ccccc3c2C)cc1S(=O)(=O)N1CCOCC1	-3	3	8	3	-6	-4	1.8	-11	1
CSCCC(NS(=O)(=O)c1ccc2c(c1)oc(=O)n2C)C(=O)NC1CCCCC1 (stereo not drawn)	-1	-16	0	-2	2	2	-0.2	11	-1
C/C(=N\Nc1cc(Cl)nc(C)n1)c1ccccc1	6	9	-2	-1	-3	-9	-3.6	11	-9
O=C(CCN1C(=O)C2C3CCC(C3)C2C1=O)Nc1ccc(Br)cc1 (stereo not drawn)	-4	-5	2	0	6	-2	-0.3	21	0
